# Sm TGR block: S. mansoni TGR enzyme inhibition | Q962Y6 | purified TGR, DTNB reduction, TNB absorbance 405 nm | Potency, µM (highest dose often 114 µM), inactives show top-dose activity change, negative = inhibition, usual class: inhibitors | 360,000 compounds, 3% hits; note: potency is the fitted concentration of half-maximal effect; nearly all actives have a fitted effect of over 60% in size
#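 First, TGR (20 nM dispensed) and NADPH were mixed with compound. Second, a 15 min room-temperature incubation followed. Third, further NADPH and then DTNB were added to start the reaction. Finally, TNB absorbance was monitored kinetically.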
# HCMV antiviral: human cytomegalovirus inhibition; HFF cells, HCMV-luciferase reporter, 72 h; active compounds read low; activity change, negative = inhibition, % at 57.5 µM; 410,000 compounds, 4.5% hits; AID 1259415; in the data active = activity change below about -60%; inconclusive = no clear call, values can overlap the other calls; inactive = above about -39%
#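 Two compound doses tested in HFFs infected with HCMV-luciferase, MOI 1 PFU/cell, 72 h at 37C. Lysate luminescence read with OneGlo; data normalized against buffer-only and 10uM Salinomycin inhibitor controls.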
# AMA1 RON2 block: inhibitors of Plasmodium falciparum AMA1-RON2 interaction | AlphaScreen AMA1-biotinylated RON2 peptide binding | 360,000 compounds, 0.2% hits | AID 720542 | Potency, µM (series often up to 58.2 µM), without a hit: top-dose activity change, negative = inhibition, hits mostly inhibitors;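 note: potency is the fitted concentration of half-maximal effect; 0% = vehicle wells and -100% = peptide control; nearly all actives have a fitted effect of over 45% in size; some results filed as inactive show a strong effect at the top dose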
#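 AMA1 (3D7) with his tag at 25 nM final met compounds first, then biotinylated RON2 peptide at 25 nM; detection used donor plus acceptor beads, 10 µg/mL apiece, read by AlphaScreen after 30 min at room temperature.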
# LmPK inhibitor: LmPK (Leishmania mexicana) enzyme inhibition. Potency, µM (highest dose often 57.5 µM), for the others: at the highest dose activity change, negative = inhibition, usual class: inhibitors. 290,000 compounds, 0.37% hits. purified LmPK, Kinase-Glo ATP luminescence, 1 h. AID 1721; note: potency is the fitted concentration of half-maximal effect
# Target sequence (Q27686 whole entry, looked up): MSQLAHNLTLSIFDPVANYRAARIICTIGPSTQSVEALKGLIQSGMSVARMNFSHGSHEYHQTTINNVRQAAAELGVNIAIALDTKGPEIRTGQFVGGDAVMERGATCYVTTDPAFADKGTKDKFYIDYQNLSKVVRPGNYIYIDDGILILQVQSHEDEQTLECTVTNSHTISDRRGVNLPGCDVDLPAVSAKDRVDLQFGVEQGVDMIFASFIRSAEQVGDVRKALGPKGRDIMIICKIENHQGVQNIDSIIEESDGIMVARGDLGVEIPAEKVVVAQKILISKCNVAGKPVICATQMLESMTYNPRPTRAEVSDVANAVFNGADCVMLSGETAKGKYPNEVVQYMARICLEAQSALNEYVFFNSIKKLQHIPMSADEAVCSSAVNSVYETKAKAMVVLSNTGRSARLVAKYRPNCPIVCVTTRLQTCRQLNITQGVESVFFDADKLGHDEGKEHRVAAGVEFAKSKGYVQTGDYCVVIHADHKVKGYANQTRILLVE
#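 ATP generated from ADP (0.1 mM) and PEP (0.5 mM) by 0.1 nM LmPK over 1 h at room temperature (pH 7.2 imidazole buffer) was detected by coupled luciferase luminescence. Values were normalized to uninhibited and no-enzyme wells.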
# AmpC detergent: blocks E. coli AmpC beta-lactamase in detergent assay; P00811; AmpC hydrolysis of nitrocefin, absorbance 480 nm, 0.01% Triton; Potency, µM (top dose mostly 114 µM), inactives show top-dose activity change, negative = inhibition, most hits filed as inhibitors; 370,000 compounds, 0.041% hits;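 note: potency is the fitted concentration of half-maximal effect; 0% = no-compound wells and -100% = no-enzyme wells; nearly all actives have a fitted effect of over 25% in size; some results filed as inactive show a strong effect at the top dose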
# Target sequence (P00811 whole entry, looked up): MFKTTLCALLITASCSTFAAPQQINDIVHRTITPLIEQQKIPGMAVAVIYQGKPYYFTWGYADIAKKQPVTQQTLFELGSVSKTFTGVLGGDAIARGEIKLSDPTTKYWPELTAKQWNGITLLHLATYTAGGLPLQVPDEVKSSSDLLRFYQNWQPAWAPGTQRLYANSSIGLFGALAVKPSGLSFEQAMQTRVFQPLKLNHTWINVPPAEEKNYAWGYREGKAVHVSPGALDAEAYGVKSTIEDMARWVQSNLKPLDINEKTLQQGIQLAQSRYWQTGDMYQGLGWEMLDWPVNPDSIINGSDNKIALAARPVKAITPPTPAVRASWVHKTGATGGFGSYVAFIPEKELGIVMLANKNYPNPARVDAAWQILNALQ
#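 20 mM phosphate pH 7.0 + 0.01% (detergent screen) or 0.0001% Triton X-100; 5.3 nM AmpC reagent; cpd preinc 15 min RT; nitrocefin (800 uM stock) to start; A480 q20 s × 4 min; Activity was normalised to no-enzyme and no-compound control wells.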
# AmpC inh no detg: AmpC beta-lactamase inhibition without detergent | 330,000 compounds, 0.52% hits | P00811 | AID 485341 | AmpC nitrocefin hydrolysis, absorbance 480 nm, 0.0001% Triton | Potency, µM (doses to about 57.1 µM), without a hit: at the highest dose activity change, negative = inhibition, most hits filed as inhibitors;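 note: potency is the fitted concentration of half-maximal effect; plate controls were no compound for no effect and no enzyme for full effect; nearly all actives have a fitted effect of over 20% in size; some results filed as inactive show a strong effect at the top dose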
#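 20 mM phosphate pH 7.0 + 0.01% (detergent screen) or 0.0001% Triton X-100; 5.3 nM AmpC reagent; cpd preinc 15 min RT; nitrocefin (800 uM stock) to start; A480 q20 s × 4 min; Activity was normalised to no-enzyme and no-compound control wells.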
# Tb PYK inh: T. brucei pyruvate kinase inhibition | AID 624173 | TbPYK enzyme, Kinase-Glo Plus ATP luminescence, 45 min | Q57TT1 | Potency, µM (series often up to 76.8 µM), inactives show at the highest dose activity, negative = inhibition, most hits filed as inhibitors | 410,000 compounds, 0.12% hits; note: potency is the fitted concentration of half-maximal effect; nearly all actives have a fitted effect of over 50% in size
#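 Luminescence from Kinase-Glo Plus, added after a 45-minute room-temperature reaction, served as the end-point read-out. The enzyme and substrate were preincubated with compound before ADP (130 uM final) initiated turnover. Concentration-effect curves came from normalized qHTS data.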
# * marks the source's active call; other numbers are inactive results; ? = inconclusive; . = not tested or not shown; [ ] = remark or other dose. Unless noted, calls come from the whole dose curve; as a rule, active = well fitted curve in the direction sought with a large enough effect; inconclusive = small, poorly fitted or top-dose-only effect, or another doubt; inactive = no such curve, though single readings can be large; an effect the other way counts as inactive or inconclusive. Unless noted, % is set by controls: 0 for no effect and ±100 for the full control effect.
# Each structure is followed by: HCMV antiviral	AmpC detergent	Sm TGR block	AMA1 RON2 block	AmpC inh no detg	LmPK inhibitor	Tb PYK inh
- COc1cc(C2C(C(=O)OCCC#N)=C(C)NC3=C2S(=O)(=O)c2ccccc23)cc(OC)c1OC (stereo not given)
→ 3	1%	-12%	-5%	36%	1%	.
- CN(C)/C=N/C(=S)Nc1ccccc1F
→ 47	?	-1%	-3%	-5%	-8%	-2%
- N#CCCn1cc(C(=O)Nc2ccccc2Cl)c(-c2ccc([N+](=O)[O-])cc2)n1
→ -32	-9%	-16%	-1%	-36%	1%	-2%
- CC(C)CCC(CCNCc1ccccn1)c1ccc(Cl)cc1 (stereo not given)
→ -2	0%	-15%	52%[activator]	50%	0%	3%
- COc1ccc(CCNC(=O)CCCc2ccccc2)cc1
→ 36	?	9%	4%	-7%	-6%	-3%
- COc1ccc(Cl)cc1NC(=O)COC(=O)c1c(-c2ccccc2)noc1C
→ -21	?	9%	-2%	-14%	.	0%
- C=C(C)Cn1c(-c2ccccc2)nc2ccccc21
→ -13	-3%	-2%	33%	-10%	1%	-4%
- N#Cc1ccc(NC(=O)c2cc(S(=O)(=O)N3CCOCC3)ccc2N2CCCC2)cc1
→ -7	-18%	-3%	0%	-14%	.	-15%
- COc1ccc(NC(=O)Cn2nnc3ccccc32)c([N+](=O)[O-])c1
→ ?	-7%	8%	0%	-13%	0%	3%
- COCCSc1nc2sc3c(c2c(=O)n1-c1ccccc1)CCN(C)C3
→ .	-6%	-34%	16%	40%	4%	-1%
- Cc1ccc(CN2C(=O)CSC2c2cccnc2)cc1 (stereo not given)
→ -32	1%	-9%	9%	-8%	11%	-3%
- Cc1ccc(C)c(Nc2nc(-c3ccncc3)nc3ccccc23)c1
→ -2	-6%	-10%	3%	14%	1%	-1%
- O=C(N/N=C/c1ccncc1)c1cc2c(ccc3ccccc32)o1
→ -25	-5%	0%	0%	7%	1%	-3%
- CCOc1cc(S(=O)(=O)Nc2ccccc2CC)ccc1Cl
→ -30	-3%	-10%	7%	-16%	8%	1%
- CCCN(C(=O)c1ccc(N2CCCC2=O)cc1)C1CCS(=O)(=O)C1 (stereo not given)
→ 16	0%	-7%	2%	-18%	.	4%
- COc1cccc(N2CCN(C(=O)CCNS(=O)(=O)c3ccc4c(c3)c(=O)n(C)c(=O)n4C)CC2)c1
→ -18	1%	-1%	7%	73%[activator]	4%	-15%
- CC(=O)N1N=C(c2ccccc2OC(=O)/C=C/c2ccccc2)CC1c1ccccc1 (stereo not given)
→ -20	4%	0%	?	-1%	3%	-3%
- Cc1cccc(-[n+]2c(C)cc(C)c3c(=O)[nH]c(=O)[nH]c32)c1
→ -1	-1%	-21%	3%	-31%	0%	-4%
- Cc1cccc(N/C(N)=N/c2nc(C(F)(F)F)cc(C(F)(F)F)n2)c1
→ ?	-6%	5%	-4%	-43%	-2%	1%
- C/C(=N\NC(=O)CSCc1ccccc1Cl)c1cccc(NC(=O)c2ccccc2)c1
→ 23	-5%	0%	58%[activator]	22µM*	5%	2%
- CCc1ccccc1NS(=O)(=O)c1ccc(NC(=O)N2CCCC2)cc1
→ 21	5%	3%	.	.	.	2%
- Cc1cc(C)n2nc(SCC(=O)N/N=C/c3ccc(F)cc3)nc2n1
→ 32	-1%	5%	16%	-5%	-5%	1%
- CCc1nnc2c(NCc3ccc(F)cc3)nc3ccccc3n12
→ -5	-6%	-1%	.	.	.	-2%
- O=C1CN(C(=O)CNCc2ccccc2Cl)c2ccccc2N1
→ 0	8%	?	14%	-6%	3%	2%
- CCc1ccc(CNC(=O)C2CCN(S(=O)(=O)N3CCC(C)CC3)CC2)cc1
→ -38	-1%	-4%	-3%	43%	-2%	-1%
- CCn1nc(C)c(/C=C2\CCCC3=C2OC(N)=C(C#N)C3c2c(C)nn(CC)c2C)c1C (stereo not given)
→ .	2%	0%	.	86%[activator]	3%	.
- NC(=O)c1nsc(C(=O)N(CC(=O)NC2CCCCC2)c2ccc(Cl)cc2)c1N
→ 3	8%	2%	21%	-21%	-3%	-9%
- CCn1c(CCNC(=O)c2ccc(OC)cc2)nnc1SCc1ccc(Cl)c(Cl)c1
→ -60*	3%	-19%	10%	100%[activator]	4%	-3%
- Cc1sc2nc(SCC(=O)N3CCOCC3)[nH]c(=O)c2c1-c1ccccc1
→ -14	5%	-21%	30%[activator]	64%[activator]	-9%	-13%
- COC(=O)c1ccc(NC(=O)COC(=O)COc2cccc3c2OC(C)(C)C3)cc1
→ 7	-3%	-1%	0%	-14%	.	2%
- CCN1C(=O)C(Cc2nc3ccccc3c(=O)n2C)c2cc(C)ccc21 (stereo not given)
→ -10	5%	9%	.	.	.	-4%
- Cc1cc(NC(=O)C2CC(=O)N(c3ccccc3C)C2)no1 (stereo not given)
→ 0	-5%	-5%	-10%	3%	-4%	3%
- CN(Cc1ccccc1)C(=O)c1ccc(Cl)c([N+](=O)[O-])c1
→ 1	?	-2%	-5%	-20%	1%	12%
- NC(=O)C1CCN(CC(=O)NCc2ccccc2)CC1
→ -9	-2%	9%	-13%	-5%	-4%	-7%
- CC12CN3CC(C)(CN(C1)C3c1ccc([N+](=O)[O-])o1)C2 (stereo not given)
→ 35	-2%	0%	4%	-21%	4%	-19%
- O=C(NC1CCCCCC1)c1cccnc1Sc1ccccc1
→ -15	-3%	-1%	-4%	20%	-1%	-22%
- COc1ccc(CNC(=O)c2cc(C3CC3)nc3c2cnn3C(C)C)cc1OC
→ -30	-10%	-2%	10%	93%[activator]	.	3%
- COc1ccc(N/C=C(\C#N)c2nc3ccccc3n2C)c(OC)c1
→ -26	?	-3%	14%	3%	0%	5%
- O=C1Nc2cc3c(cc2C1=O)sc1ccccc13
→ -27	2%	0%	-6%	-38%	-1%	-5%
- COc1ccc(C2CC(=O)c3c(C)nc(N4CCN(Cc5ccccc5)CC4)nc3C2)cc1OC (stereo not given)
→ -98*	-5%	-10%	-6%	90%[activator]	0%	-3%
- O=[N+]([O-])c1cccc(-c2nc(-c3ccccc3)no2)c1
→ 99	-3%	11%	-8%	22%	-8%	-1%
- COc1ccc(C(=O)N(Cc2ccccc2)c2cccc(C)c2)cc1S(=O)(=O)N1CCOCC1
→ 0	-10%	7%	38%[activator]	199%[activator]	.	3%
- CCCCCn1c(=O)[nH]c2cc(C(=O)N3CCN(c4ccc(F)cc4)CC3)ccc2c1=O
→ -76*	.	.	-9%	.	.	-10%
- COc1cccc(NC(=O)CN(C)C(=O)CCc2nc3sc4c(c3c(=O)[nH]2)CCCC4)c1
→ -30	1%	-7%	-13%	39%	-9%	-1%
- COCCCNCCCOc1ccc(C)cc1Br
→ -63*	-18%	-10%	-10%	4%	-3%	28%
- CCOc1ccc(Sc2cc(C(=O)NCCCOC)c3ccccc3n2)cc1
→ ?	4%	2%	.	.	.	-1%
- CCC(C)C(NC(=O)c1ccccc1NC(=O)c1ccc(OC)cc1)C(=O)NCc1ccco1 (stereo not given)
→ ?	5%	-19%	-1%	37%	3%	-4%
- COc1ccc(OC)c(-n2c(O)c(/C=C3\C(C)=Nc4ccccc43)c(=O)[nH]c2=O)c1
→ 105	-2%	?	-5%	-32%	-4%	-3%
- CCCOC1CCCN(C(=O)CCc2nnc(Cc3cccc(C)c3)o2)C1 (stereo not given)
→ 38	-5%	-5%	2%	113%[activator]	1%	-1%
- COc1ccc(CCNC(=O)c2ccc(Cn3c(=O)c4ccccc4n(Cc4cc(C)ccc4C)c3=O)cc2)cc1OC
→ -19	17%	-5%	.	.	.	0%
- CCN(c1ccccc1)S(=O)(=O)c1ccc(F)c(C(=O)O)c1
→ 17	-1%	-1%	10%	0%	1%	0%
- CCOC(=O)C1=CCN(S(=O)(=O)c2cccc(Cl)c2)C1c1ccccc1 (stereo not given)
→ -20	.	.	37%[activator]	.	.	5%
- O=C(COC(=O)C1CCC1)Nc1ccc(OC(F)F)cc1
→ 75	?	18%	20%	-37%	-7%	0%
- CN(C)c1nc(N(C)C)n(C(=O)c2cccs2)n1
→ -9	?	7%	-15%	-16%	-1%	1%
- C[C@@H]1CC=C[C@H]2[C@H]1C(=O)N(Cc1ccccc1)[C@H]2c1ccc(-c2ccoc2)cc1F
→ 8	0%	?	24%	-2%	4%	1%
- CCOC(=O)c1c(NC(=O)c2ccn(CC)n2)sc2c1CCC2
→ 11	-6%	-36%	6%	18%	0%	-1%
- COc1cccc(C(C2C(=O)CC(C)(C)CC2=O)C2C(=O)CC(C)(C)CC2=O)c1
→ 52	-3%	?	-2%	27%	-2%	0%
- O=C(N/N=C/C(Br)=C/c1ccccc1)c1ccc([N+](=O)[O-])cc1
→ -11	?	6%	2%	-27%	5%	-1%
- C=CCCCCCCCCC(=O)N1CCN(c2cc3c(cc2F)c(=O)c(C(=O)O)cn3CC)CC1
→ -3	-5%	-12%	-4%	2%	9%	9%
- COc1ccc(NC(=O)Nc2cccc3c2O[C@H](CN(C)C(=O)Nc2ccc(C(F)(F)F)cc2)[C@@H](C)CN([C@H](C)CO)C3=O)cc1
→ .	.	.	2%	282%[activator]	.	-3%
- COc1ccc(NC(=O)CN(C)C(=O)/C=C/c2cn(-c3ccccc3)nc2-c2cccs2)cc1
→ -14	?	8%	20%	-7%	.	3%
- Cc1cccc(OC(=O)c2cc(-c3ccc(C)c(C)c3)on2)c1
→ 4	29%	6%	.	.	.	-5%
- COc1ccc(-n2nc3c(N4CCCC(C(=O)NCCc5ccc(C)cc5)C4)nnc(C)c3c2C)cc1 (stereo not given)
→ -15	-3%	-6%	.	.	.	1%

# Screening data: PubChem BioAssay, National Center for Advancing Translational Sciences (NCATS)
